Screening results: PubChem, National Center for Advancing Translational Sciences (NCATS)
AMA1 RON2 block: AMA1-RON2 (P. falciparum) interaction inhibition; Potency, µM (doses to about 58.2 µM), without a hit: top-dose activity change, negative = inhibition, usual class: inhibitors; AlphaScreen AMA1-biotinylated RON2 peptide binding; 0.2% of 360,000 active; active = well fitted inhibition curve with a large enough effect; inconclusive = small, poorly fitted or top-dose-only effect; inactive = no such curve, though single readings can be large or run the other way;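 note: potency is the fitted concentration of half-maximal effect; 0% = vehicle wells and -100% = peptide control; nearly all actives have a fitted effect of over 45% in size; some results filed as inactive show a strong effect at the top dose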
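AMA1 (3D7) with his tag at 25 nM final met compounds first, then biotinylated RON2 peptide at 25 nM; detection used donor plus acceptor beads, 10 µg/mL apiece, read by AlphaScreen after 30 min at room temperature.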
HCMV inh: inhibitors of human cytomegalovirus | HFF cells, HCMV-luciferase reporter, 72 h; stronger effect = lower value | activity change, negative = inhibition, % at 57.5 µM | 4.5% of 410,000 active; in the data active = activity change below about -60%; inconclusive = no clear call, values can overlap the other calls; inactive = above about -39%
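Human foreskin fibroblasts infected with luciferase-reporter HCMV at MOI 1 PFU/cell, compounds at two doses. Luciferase measured 72 h post infection; normalized to buffer-only basal and Salinomycin (10uM) controls.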
* = called active by the depositor; ? = inconclusive; [ ] = remark or other dose. Unless noted, % is set by controls: 0 for no effect and ±100 for the full control effect. This is a subset. The share of hits here may be higher or lower than overall.

SMILES	AMA1 RON2 block	HCMV inh
CCc1nc2c(OCc3ccccc3)cccn2c1N(C)C(=O)Nc1ccccc1OC	-23%	3
Cc1cn([C@H]2C[C@H](O)[C@@H](CNC(=O)[C@H](N)Cc3cscn3)O2)c(=O)[nH]c1=O	65%[activator]	-30
O=C(Nc1ccc2c(c1)[nH]c(=O)c1ccccc12)C(F)(F)F	18%	14
O=C(C=Cc1ccc(Cl)s1)c1ccc(Cl)s1	11%	-30
CC1(C)CC(=O)C=C(c2cccc3c2oc2ccccc23)C1	-9%	72
CC1(C(=O)NS(=O)(=O)c2ccc3ccccc3c2)CCN1C(=O)CC1CCCCC1 (stereo not given)	20%	-2
CCc1ccc(/C(C)=N/NC(=O)C(O)c2ccccc2)s1 (stereo not given)	0%	-5
O=C(NCCCl)Nc1ncn[nH]1	-1%	-16
COC(=O)CCCn1cc(CN2CC(N(C)C)CS2(=O)=O)nn1 (stereo not given)	-6%	2
CC(O)(CC(=O)CC(=O)c1ccccc1)c1ccccc1 (stereo not given)	32%[activator]	11
COC(=O)[C@@]1(Sc2ccc(C)cc2)CC(=O)N[C@@H]1c1ccc(C(F)(F)F)cc1	6%	-22
O=C(CN1CCN(S(=O)(=O)c2ccc(Br)s2)CC1)NCC1CCCCC1	16%	4
CCCCCCCCNCCS(=O)(=O)NCc1ccc(OC)cc1	-7%	-40
COc1ccc(-c2ccc3c(c2)[C@@H]2C[C@H](N(C)C(=O)Nc4ccccc4)[C@H]([C@H](C)O)C(=O)N2CC3)cc1	-1%	-5
COc1ccc(S(=O)(=O)NC(=O)C2(C)CCN2C(=O)CCc2ccc(Cl)cc2Cl)cc1 (stereo not given)	14%	-3
Nc1ccc(C(=O)Nc2ccc(Nc3ccncc3)cc2)c([N+](=O)[O-])c1	-2%	21
CC1=C(C(=O)N2CCCCCC2)CC(CC(=O)NC2CCCCC2)C(=O)N1Cc1ccccc1 (stereo not given)	4%	-12
CCOc1ccc(C(C)NC(=O)C2CCN(S(=O)(=O)c3ccc(OC)cc3)CC2)cc1OCC (stereo not given)	-6%[11.6 µM]	-22
COc1ccc(NC(=O)CCNC(=O)N2CC(=O)Nc3ccccc32)cc1	-4%	7
COC(=O)[C@]12CCCCC=C1N(Cc1ccc(Cl)cc1Cl)C(=O)[C@H](CC(=O)NCC1CCCCC1)C2	3%	14
CCCCCCCCNCCS(=O)(=O)NCc1ccccc1	-3%	-1
O=[N+]([O-])c1ccc(O)c(C=NN2CCCCC2)c1	23%	-9
CCCCN1C(=O)C(CC(=O)NC2CCCC2)CC(C(=O)N(CC)CC)=C1C (stereo not given)	5%	6
COC1=C(Nc2ccc(OC)cc2)C(=O)C(OC)=C(Nc2ccc(OC)cc2)C1=O	-2%	?
CCCCCCCCCOC(=O)C1N2C(=O)[C@@H](NC(=O)COc3ccccc3)[C@H]2SC1(C)C (stereo not given in full)	-2%	9

Quoted at random: seven compounds from above, in no set order.
SMILES	AMA1 RON2 block	HCMV inh
O=[N+]([O-])c1ccc(O)c(C=NN2CCCCC2)c1	23%	-9
CC1(C)CC(=O)C=C(c2cccc3c2oc2ccccc23)C1	-9%	72
COC1=C(Nc2ccc(OC)cc2)C(=O)C(OC)=C(Nc2ccc(OC)cc2)C1=O	-2%	?
CCCCN1C(=O)C(CC(=O)NC2CCCC2)CC(C(=O)N(CC)CC)=C1C (stereo not given)	5%	6
Nc1ccc(C(=O)Nc2ccc(Nc3ccncc3)cc2)c([N+](=O)[O-])c1	-2%	21
COC(=O)[C@@]1(Sc2ccc(C)cc2)CC(=O)N[C@@H]1c1ccc(C(F)(F)F)cc1	6%	-22
O=C(CN1CCN(S(=O)(=O)c2ccc(Br)s2)CC1)NCC1CCCCC1	16%	4

The listing picks up; the two compounds before the break are reprinted first.
SMILES	AMA1 RON2 block	HCMV inh
COC1=C(Nc2ccc(OC)cc2)C(=O)C(OC)=C(Nc2ccc(OC)cc2)C1=O	-2%	?
CCCCCCCCCOC(=O)C1N2C(=O)[C@@H](NC(=O)COc3ccccc3)[C@H]2SC1(C)C (stereo not given in full)	-2%	9
COc1cccc(C2C(C(=O)c3ccco3)=C(O)C(=O)N2CCCN2CCOCC2)c1OC (stereo not given)	-4%	34
CC(C)CCNC(=O)[C@@H](Cc1ccccc1)NC(=O)CC[C@H]1O[C@@H](n2ccc(=O)[nH]c2=O)[C@H](O)[C@@H]1O	19%	-6
CC1(C(=O)NS(=O)(=O)c2ccc(C#N)cc2)CCN1C(=O)C1(c2ccccc2)CCCC1 (stereo not given)	-4%	7
CCOC(=O)[C@]12CCCC=C1N(Cc1ccccc1)C(=O)[C@H](CC(=O)N1CCOCC1)C2	-13%	92
CCCCC[C@H](C)N1C[C@@H](COCc2ccccc2)Oc2cc(N3CC[C@H](N(C)C)C3)ccc2S1(=O)=O	-28%	?
CCOC(=O)C1(C)CCN1C(=O)c1csnn1 (stereo not given)	-2%	-13
CC(C)C[C@H]1CN([C@@H](CC(C)C)CN2CCC[C@@H]2CN2C(=S)NC[C@@H]2Cc2ccc(O)cc2)C(=S)N1CC1CCCCC1	-11%	-22
C=CCOC(=O)C1=C[C@@H](c2coc3ccccc3c2=O)C[C@@H](OCCCCO)O1	3%	2
C[C@H]1CN([C@@H](C)CO)C(=O)CCCn2nncc2CO[C@H]1CN(C)S(=O)(=O)c1ccc2c(c1)OCCCO2	6%	13
CCC(c1nnnn1C1CCCCC1)N1CCC2(CC1)C(=O)NCN2c1ccccc1 (stereo not given)	0%	-15
COc1nc(NC2CCCCC2)nc(NC(C)(C)C)n1	-16%	1
CCOC(=O)[C@H](C)N1[C@H](C)[C@H](c2ccccc2)Oc2ccc(Cl)cc2S1(=O)=O	-1%	-12
CN(C)CC1C2CCC(C2)C1O (stereo not given)	-6%	-28
CC1(C(=O)NS(=O)(=O)C2CC2)CCCN(C(=O)c2ccco2)C1 (stereo not given)	7%	11
O=C(Nc1ncccc1O)c1ccc(Cl)c(S(=O)(=O)N2CCCC2)c1	67%[activator]	31
Clc1ccc(C(c2nnnn2C2CCCC2)N2CCN(c3nc4ccccc4s3)CC2)cc1 (stereo not given)	5%	-27
C[C@@H]1CN([C@H](C)CO)C(=O)CCCn2nncc2CO[C@H]1CN(C)Cc1ccccc1	12%	0
O=C(CSc1ccc(Br)cc1)NCC1(N2CCCCC2)CCCCC1	19%	-11
O=C(/C=C/Nc1ccc(F)cc1F)c1ccc(Br)cc1	-8%	146
O=[N+]([O-])c1ccc(S(=O)Cc2ccccc2)c([N+](=O)[O-])c1 (stereo not given)	-2%	-97*
CCCCC(=O)NC(c1ccc(OC)c(OC)c1)c1ccc2cccnc2c1O (stereo not given)	-28%	-103*
CC(C)CC(N)c1csc(Nc2ccc(C(F)(F)F)cn2)n1 (stereo not given)	98%[activator]	-12
CCCCc1nc2sc3c(c2c(=O)[nH]1)CC(C)(C)OC3	0%	1
COc1ccccc1Cc1c(-c2ccc(C)cc2)nc2c(C)cc(Br)cn12	-6%	46
Cc1ccc(F)cc1C(=O)N1CCCC(c2cc(C(=O)NCc3ccccc3)no2)C1 (stereo not given)	-3%	-13

The list goes on:
SMILES	AMA1 RON2 block	HCMV inh
COCCNC(=O)C1(C)CCN(Cc2ccc(C(C)C)cc2)C1 (stereo not given)	-1%	?
COc1ccc(Cn2cc(CN3CC(N4CCSCC4)CS3(=O)=O)nn2)cc1 (stereo not given)	-24%	-100*
Cc1cc(C)cc(C(O)c2ncc(-c3ccc4ccccc4c3)[nH]2)c1 (stereo not given)	-4%	-5
O[C@@H]1C[C@H](c2ccccc2)N(Cc2cccs2)C[C@H]1n1cc(C2CC2)nn1	-9%	8
COc1cccc(NC(=O)C2(C)CCN2Cc2cccc(OC)c2F)c1 (stereo not given)	-6%	9
O=C(NCc1ccccn1)[C@@H]1CCCN1C(=O)[C@@H]1CCCN1	94%[activator]	-7
O=C(O)C(c1ccccc1)C(O)C1CC=CCC1 (stereo not given)	19%	6
COC(=O)[C@@]1(Sc2ccc(C)cc2)CC(=O)N(C(=O)/C=C/c2ccccc2)[C@@H]1c1ccccc1	-7%	-9
COc1ccc(-c2ccc3oc(-c4ccsc4)c(-c4ccc(OC)cc4)c3c2)cc1	14%	-6
Cc1ncoc1C(=O)NCC1=C(c2cccc3ccccc23)C[C@@H]2CC[C@H]1N2Cc1ccco1	-4%	?
COC(=O)c1ccc2nc(-c3ccc(F)cc3)c(Cc3ccsc3)n2c1	1%	3
FC(F)(F)c1nc2nccnc2[nH]1	11%	-22
CCN(C(=O)COC(=O)CCC(=O)c1ccc(C)cc1)c1c(N)n(Cc2ccccc2)c(=O)[nH]c1=O	-2%	0
CC(C)=CCn1c2ccc(NC(=S)NC3CC3)cc2c(=O)n1C	-4%	-11
COc1cc2c(c(Br)c1N)-c1cc(Br)c(N)cc1C2=O	-9%	7
Clc1cccc(NC2=NCCS2)c1	-9%	-13
O=C(c1ccc(Cl)cc1)N1CCN(c2ccc(N3CCOCC3)nn2)CC1	-8%	-18
O=C(NC(c1ccccc1)c1ccsc1)C1CCN(Cc2ccccc2)CC1 (stereo not given)	2%	-32
COC(=O)C[C@H]1C=C[C@H](NS(=O)(=O)c2cn(C)cn2)[C@@H](CO)O1	3%	-11
CCCCOCCCNC(=O)C[C@@H]1C[C@@]2(C(=O)OCC)CCC=C2N(Cc2ccccc2)C1=O	0%	4
Fc1cccc(-c2ccc3c(c2)CNCc2cnnn2-3)c1	-2%	22
COc1ccc(CC(=O)Cc2ccc(OC)c(OC)c2)cc1OC	-4%	-4
C/C(=N/Nc1ccc(C(=O)c2c(C)cc3ccccn23)cc1[N+](=O)[O-])c1ccc(O)cc1	9%	-29
COc1cc(C(C2C(=O)CC(C)(C)CC2=O)C2C(=O)CC(C)(C)CC2=O)ccc1OC(C)=O	5%	83
COc1ccccc1CNC(=O)c1cc(-c2ccccc2)nn1CC1CC(c2cccnc2)=NO1 (stereo not given)	-8%	3

The list goes on:
SMILES	AMA1 RON2 block	HCMV inh
COc1ccc(S(=O)(=O)N(C)C[C@H]2OCc3cn(nn3)CCCC(=O)N([C@@H](C)CO)C[C@@H]2C)cc1	20%	-21
CCOC(=O)Cc1csc(NC(=O)c2cccc(Cl)c2)n1	1%	20
Cc1cn([C@H]2C[C@H](O)[C@@H](CCC(=O)NCCc3ccc4ccccc4c3)O2)c(=O)[nH]c1=O	-1%	-6
CN(C(=O)c1cccc(NC(=O)Cc2ccc(NC(=O)C3CCCN(C(=O)C4CCC4)C3)cc2)c1)C1CCC1 (stereo not given)	0%	-2
FC(F)(F)c1cccc(-c2cc3nc(NC4CCCCC4)ccn3n2)c1	42%[activator]	-39
COc1ccc(OC)c(NC(=O)CCNS(=O)(=O)c2ccc3c(c2)CC(C)N3C(C)=O)c1 (stereo not given)	11%	-14
Cc1ccc(S(=O)(=O)c2nc(-c3ccccc3Br)oc2N(C)C)cc1	-1%	35
C[C@@H]1CCCCO[C@@H](CN(C)Cc2ccc(Cl)c(Cl)c2)[C@@H](C)CN([C@H](C)CO)C(=O)c2cc(NC(=O)Nc3ccccc3)ccc2O1	-13%	17
OC(c1ccc(Cl)c(Cl)c1)c1ncc(-c2ccccc2F)[nH]1 (stereo not given)	-11%	-16
CCN1C(=O)[C@H]2[C@@H](c3ccc(OC)cc3)N[C@]3(CCCN(CC4CCCCC4)C3=O)[C@H]2C1=O	9%	15
CCCCCC(=O)N1C[C@H](n2cc(C3CC3)nn2)[C@@H](O)C[C@@H]1c1ccc(Cl)cc1	-5%	19
CCCS(=O)(=O)NC(=O)C1(C)CCCN(C(=O)c2cc(C(C)(C)C)nn2C)C1 (stereo not given)	10%	23
O=S(c1cc(Cl)cc(Cl)c1O)c1cc(Cl)cc(Cl)c1O	-8%	-5
Cc1ccc2nc(-c3ccc(Cl)cc3)c(CC3CCCCC3)n2c1	-1%	62
COc1cccc(COC(=O)C(Cc2ccccc2)NC(=O)c2ccco2)c1 (stereo not given)	-3%	26
CCN(C=C1CC2C3CC=C4CC(O)CCC4(C)C3CCC2(C)C1=O)CC (stereo not given)	-4%	-16
CCc1nc2ccc(C(=O)NCCNC(C)=O)cn2c1N(CC)CCOC	6%	0
CC1NC(=O)c2cccnc2-n2c1nc1cc(F)c(F)cc1c2=O (stereo not given)	1%	3
COC(=O)C[C@H]1C[C@@H]2c3cc(NC(=O)CN(C)C)ccc3O[C@@H]2[C@H](CO)O1	20%	28
